Assay outcomes as filed in PubChem.
STK33 kinase inh: inhibitors of human STK33 kinase | Q9BYT3 | purified STK33, MBP phosphorylation, ADP-Glo luminescence | inhibition, % at 10 µM | hit rate 0.073% among 320,000;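 active means inhibition at or above 25%, using the most active replicate where run in duplicate; inactive means inhibition below 25%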
Target sequence (Q9BYT3 whole entry, looked up): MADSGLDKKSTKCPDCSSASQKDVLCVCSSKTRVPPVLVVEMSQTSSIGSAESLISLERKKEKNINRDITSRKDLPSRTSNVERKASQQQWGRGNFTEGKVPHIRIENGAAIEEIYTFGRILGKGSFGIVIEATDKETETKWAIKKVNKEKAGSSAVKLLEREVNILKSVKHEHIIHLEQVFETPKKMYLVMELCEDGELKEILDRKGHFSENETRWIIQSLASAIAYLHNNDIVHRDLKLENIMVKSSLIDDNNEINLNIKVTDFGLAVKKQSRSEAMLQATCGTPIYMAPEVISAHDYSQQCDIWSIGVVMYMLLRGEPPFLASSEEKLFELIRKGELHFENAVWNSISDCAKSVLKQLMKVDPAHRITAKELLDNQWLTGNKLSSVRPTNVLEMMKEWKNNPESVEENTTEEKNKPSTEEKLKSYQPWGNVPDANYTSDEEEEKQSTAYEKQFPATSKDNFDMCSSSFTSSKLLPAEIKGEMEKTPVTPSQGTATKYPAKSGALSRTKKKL
OX1R FRET antag: OX1R (human) antagonism. O43613. OX1R-expressing cells, FRET antagonist read-out. inhibition, % at 6.6 µM. hit rate 1.8% among 330,000. AID 485270; in the data active means inhibition mostly above about 38%, no sharp cut-off; inactive means mostly below about 40%;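 further: 0% = agonist challenge alone and 100% = reference antagonist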
Target sequence (O43613 whole entry, looked up): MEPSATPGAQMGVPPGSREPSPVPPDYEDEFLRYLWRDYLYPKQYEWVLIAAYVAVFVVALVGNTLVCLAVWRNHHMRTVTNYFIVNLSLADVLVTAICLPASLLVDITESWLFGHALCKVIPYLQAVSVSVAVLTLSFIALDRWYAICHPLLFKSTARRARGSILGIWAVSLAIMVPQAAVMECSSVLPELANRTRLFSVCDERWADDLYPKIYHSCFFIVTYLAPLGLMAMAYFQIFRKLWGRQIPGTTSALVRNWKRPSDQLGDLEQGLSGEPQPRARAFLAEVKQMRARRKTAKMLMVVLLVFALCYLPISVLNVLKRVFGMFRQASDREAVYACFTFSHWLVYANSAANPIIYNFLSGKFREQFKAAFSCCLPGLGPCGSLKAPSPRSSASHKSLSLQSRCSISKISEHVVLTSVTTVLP
KCNQ2 inh: KCNQ2 channel blockers in CHO-K1 cells – cell-based, FluxOR thallium flux, B-score, primary screen (AID 2156); 20 min; stronger effect = lower value; hit rate 1.1% among 310,000; O88943; B-score at 10 µM;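 active means fluorescence ratio B-score at most minus 3 library SDs, with starting brightness B-score within 2 library SDs, cut at about -5.5 in these data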
* hit, by the source's call; i = inactive; . = not tested or not shown. Compounds as they come, and some 2.7% of all compounds hit somewhere here.

Each structure is followed by: STK33 kinase inh, OX1R FRET antag, KCNQ2 inh
CCOC(=O)c1cc(C(=O)OCC)c(=O)[nH]c1N1CCCCC1
→ 0.6, 17.2, i
CS(=O)(=O)N1CCN(CC2CC3C=CC2C3)CC1 (stereo not given)
→ -0.2, 14.7, i
O=C(NCc1ccco1)c1cc(S(=O)(=O)N2CCCC2)ccc1Cl
→ -0.4, 29.7, i
O=C(Nc1ccc(CN2CCOCC2)cc1)c1ccc(Br)cc1
→ -1.7, -3.5, i
Cc1cc(C)cc(NC(=S)/C(=C(\[O-])c2ccc(Cl)cc2Cl)[n+]2ccccc2)c1
→ -0.5, 6.2, i
COc1ccccc1NC(=O)N1CCc2c([nH]c3ccccc23)C1C(F)(F)F (stereo not given)
→ 0.4, 14.4, i
CC1(C)Cc2c(C#N)c(NCCN3CCOCC3)nc(-c3ccco3)c2CO1
→ 1.1, 27.9, i
C=CCc1ccccc1OCC(O)CN(C(C)C)C(C)C (stereo not given)
→ 0.0, 8.9, i
Cc1ccc(N2CC(C(=O)OCC(=O)c3ccc([N+](=O)[O-])cc3)CC2=O)cc1 (stereo not given)
→ 1.6, 28.0, i
c1cncc(CSc2nnc3ccc(-c4cccs4)nn23)c1
→ 4.0, 37.2, i
COc1ccc(Cl)cc1NC(=O)CN(C)C(=O)Cn1c(=O)oc2ccccc21
→ 0.0, 34.8, i
CCCS(=O)(=O)N1CCCC(C(=O)c2cccc(Cl)c2)C1 (stereo not given)
→ 0.8, 10.7, i
CCOC(=O)Cc1c(C)nc2c(-c3cccc(Br)c3)cnn2c1C
→ -4.0, 20.9, i
Cc1cccc(C)c1-n1c(C)nn(Cc2ccc([N+](=O)[O-])cc2)c1=O
→ -2.3, 19.6, i
S=c1nc(-c2ccc(Br)cc2)[nH]c2ccccc12
→ 2.1, 7.2, i
CCn1cc(C(=O)N2CCN(C(=O)c3ccco3)CC2)c2cc(OC)c(OC)cc2c1=O
→ -1.1, 12.6, i
CCC1(CC)Cc2ccccc2-c2nc(CCl)[nH]c(=O)c21
→ 1.2, 7.4, i
O=c1/c(=C/c2ccco2)sc2nc(-c3ccccc3Br)nn12
→ -1.2, 22.4, .
Cn1c(=O)c2c(ncn2CC(O)CNc2ccc(Br)cc2)n(C)c1=O (stereo not given)
→ 0.5, 27.9, i
Cc1cc(C)c(-c2cc(NC(=O)COC(=O)c3ccc(CO)cc3)n(-c3ccccc3)n2)cc1C
→ -1.3, 6.4, i
CC(=O)c1cnc(-c2ccccc2Cl)s1
→ 0.1, 21.9, i
Cc1ccc(S(=O)(=O)NCC(=O)N(CC(=O)NCc2ccccc2)CC2CCCO2)cc1 (stereo not given)
→ 2.0, 21.7, i
CCCCNC(=O)n1c(=O)oc2ccc(Cl)cc21
→ -3.1, 1.2, i
COCc1nnc(NC(=O)CCc2ccc(OC)cc2)s1
→ -4.9, 7.0, i
CCOC(=O)c1sc(NC(=O)CSc2nnc(Cc3ccccc3)o2)c(C(=O)OCC)c1C
→ -1.4, 16.4, i
Cn1c2ccccc2c2nnc(SCC(=O)Nc3cccc(C(=O)O)c3)nc21
→ -0.3, 24.5, i
O=C(CNC(=O)c1ccncc1)N/N=C/c1ccccn1
→ -0.7, 7.7, i
CCOC(=O)C1C(=O)NC(c2ccccc2)=NC1c1ccc(OC)cc1 (stereo not given)
→ 1.2, 9.1, i
COC(=O)c1cccc(C(=O)N2CCC(CCC(=O)NCc3ccc(F)cc3)CC2)c1
→ -0.6, 3.7, i
O=C(CSc1nnc2ccc(-c3ccncc3)nn12)N1CCCCC1
→ -2.0, 33.3, i

Reformatted tab-delimited: part of the list above
molecule	STK33 kinase inh	OX1R FRET antag	KCNQ2 inh
Cn1c2ccccc2c2nnc(SCC(=O)Nc3cccc(C(=O)O)c3)nc21	-0.3	24.5	i
O=C(CNC(=O)c1ccncc1)N/N=C/c1ccccn1	-0.7	7.7	i

Further compounds follow:
Each structure is followed by: STK33 kinase inh, OX1R FRET antag, KCNQ2 inh
COc1cc(/C=C/C(=O)O)ccc1OCc1cnc(Cl)s1
→ -0.5, 10.2, i
COc1cc2c(cc1OC)CN(C(=O)CCC(=O)c1ccc(F)cc1)CC2
→ -0.1, 0.1, .
CCOc1ccccc1NC(=O)[C@@H](NC(=O)c1ccccc1F)C(C)C
→ -0.3, 18.6, i
CCc1ccccc1N(CC)C(=O)c1cn(CC)c(=O)c2cc(OC)c(OC)cc12
→ -0.1, 23.2, i
C[C@]12C=CC(=O)C=C1CC[C@@H]1C2[C@@H](O)C[C@@]2(C)C1CC[C@]2(O)C(=O)COC(=O)CCC(=O)O (stereo not given in full)
→ 0.2, 2.8, i
CCn1c(O)c2ccc(C(=O)N=NC(=O)c3ccccc3)cc2c1O
→ -1.1, 43.5, i
O=C(NCc1ccc2c(c1)OCO2)c1cccs1
→ -1.3, 18.1, i
COc1ccc(-c2nnn(CC(=O)N(CCCN3CCOCC3)C(C(=O)NC3CCCC3)c3ccco3)n2)cc1 (stereo not given)
→ -0.8, 16.6, i
COCC(C)NC(=O)CSc1nc2nn(-c3ccccc3)c(=O)c-2c2n1CCCCC2 (stereo not given)
→ -1.0, 62.9, i
Cc1cccc(N(Cc2ccccc2)C(=O)c2ccc(CS(C)(=O)=O)cc2)c1
→ 0.0, 5.7, i
CC(NC(=O)CSc1cccc(C(F)(F)F)c1)c1ccccc1 (stereo not given)
→ -0.6, 9.6, i
Cc1cccc(C(=O)NC2CCN(CC(=O)N3CCOCC3)CC2)c1
→ -1.6, -4.2, i
Cc1ccc2c(c1)C1CC(C)(O2)N(c2cccc(C(=O)N3CCN(c4ccccn4)CC3)c2)C(=O)N1 (stereo not given)
→ 2.9, 13.8, i
CCOC(=O)C(NC(=O)c1ccccc1)(OCc1ccc(F)cc1)C(F)(F)F (stereo not given)
→ -1.6, 30.6, i
C/C(CC(=O)Nc1ccc(N(C)C)cc1)=N\NC(=O)c1ccc([N+](=O)[O-])cc1
→ 6.8, ., i

Two of the compounds above, with the structure last:
STK33 kinase inh	OX1R FRET antag	KCNQ2 inh	SMILES
-0.6	9.6	i	CC(NC(=O)CSc1cccc(C(F)(F)F)c1)c1ccccc1 (stereo not given)
0.2	2.8	i	C[C@]12C=CC(=O)C=C1CC[C@@H]1C2[C@@H](O)C[C@@]2(C)C1CC[C@]2(O)C(=O)COC(=O)CCC(=O)O (stereo not given in full)

New compounds follow.
Each structure is followed by: STK33 kinase inh, OX1R FRET antag, KCNQ2 inh
CC(C)(C)OC(=O)N1CCCN(C(=O)Nc2cccc(Cl)c2)CC1
→ -1.8, 6.8, i
CCc1nnc(NS(=O)(=O)c2ccc(N=CC3=C(O)CC(C)(C)CC3=O)cc2)s1
→ -0.1, 4.9, i
C=CCn1c(SCC(=O)NC2CCS(=O)(=O)C2)nnc1-c1ccc(Cl)cc1 (stereo not given)
→ -0.7, 14.7, i
CC(=O)NC(CCS(C)(=O)=O)C(=O)Nc1cccc2ccccc12 (stereo not given)
→ -2.2, 6.6, i
CCCC1(c2ccccc2)NC(=O)N(CC(=O)Nc2cc(C)ccc2OC)C1=O (stereo not given)
→ -0.6, 11.0, i
Cc1ccc(C(=O)Nc2ccnc(-c3ccncc3)n2)cc1
→ ., 18.9, i
COc1ccc(N(CC(C)C)S(=O)(=O)c2nnc(NC(=O)c3ccco3)s2)cc1
→ 0.1, 26.8, i
C=C(C)c1nc2cc(OC)c(OC)cc2c(=O)o1
→ 1.3, 19.7, i
Cc1cccc(N2CC(C(=O)Nc3nccs3)CC2=O)c1C (stereo not given)
→ 1.7, 10.4, i
CCCCCOc1ccccc1C(=O)NCCCC(=O)O
→ -0.5, 24.4, i
O=c1nc2ccccc2c2n1CC(CN1CCN(c3cccc(Cl)c3)CC1)N2 (stereo not given)
→ -1.1, 2.7, i
CC(C)Nc1nc(NC(C)C)nc(Oc2ccc(/C=N/O)cc2)n1
→ 0.2, 21.6, i
O=C(CC1CCCCC1)Nc1ncn[nH]1
→ -0.4, 10.7, i
Cc1ccc(-c2nnc(-c3ccccc3Br)o2)cc1
→ -2.0, 32.0, i
COc1ccc(N2CCN(Cc3nc4scc(-c5cccs5)c4c(=O)[nH]3)CC2)cc1
→ 2.9, 28.2, i
O=C(O)C/C(=C\c1cccc(NC(=O)c2ccccc2Cl)c1)c1nc2ccccc2s1
→ -2.9, 15.9, i
Cc1ccccc1-c1nc(CS(=O)CC(=O)NC2CCCCC2)c(C)o1 (stereo not given)
→ -2.0, 6.9, i
CCCCC[C@H]1CN(C2CCCCC2)C(=O)[C@@H]1CC(=O)NCc1ccccc1
→ 0.7, 7.6, i
NC(=O)c1cc(-c2ccccc2)nc(N2CCCCCC2)n1
→ -0.7, -7.4, i
Cc1cccc(NC(=O)c2cccc(N3C(=O)C4C5C=CC(C6CC56)C4C3=O)c2)c1 (stereo not given)
→ 0.0, 5.7, i
Cc1nc(SCC(=O)Nc2ccccc2C(F)(F)F)c(C#N)c(C)c1CC(=O)c1ccc(Br)cc1
→ 1.7, 31.1, i
CC(C)(C)c1ccc(C(=O)N/N=C/c2cccc(Cl)c2)cc1
→ 0.0, 6.2, i
O=C(c1c(F)c(F)c(F)c(F)c1F)N1CCN(Cc2ccc3c(c2)OCO3)CC1
→ -3.3, 13.9, i
N/C(=N\c1nc2ccccc2o1)NC(=O)c1ccc(F)cc1
→ 1.7, 4.6, i
CCN(c1cccc(C)c1)S(=O)(=O)c1cc(CN2C(=O)c3cccnc3C2=O)ccc1OC
→ -0.9, 11.3, i
COC(=O)c1ccccc1NC(=O)CCCn1nc(C)c2c(C)n(-c3ccccc3)nc2c1=O
→ -0.5, 16.1, i
CCOc1ccc(CCNC(=O)C2CCCN(S(=O)(=O)c3c(C)n[nH]c3C)C2)cc1OCC (stereo not given)
→ -0.7, 8.5, i
O=C(CCCc1cccs1)Nc1nc2c(s1)CCCC2
→ 1.5, 15.4, i
CC1CCCCC1NC(=O)C1CCCN1S(=O)(=O)c1cccc2nsnc12 (stereo not given)
→ 0.7, 73.9*, i
O=C(O)C(Cc1ccc(O)cc1)N1C(=O)C2CCCCC2C1=O (stereo not given)
→ -1.8, 13.2, i
Cn1c2ccccc2c(=O)c2ccc(C#CC3(O)CCCCC3)cc21
→ 7.0, 50.8, i
Cc1oc2ccccc2c1CNC(=O)N(C)C
→ -0.5, 5.4, i
COCCNC(=O)c1ccc2snnc2c1
→ -0.3, 6.6, i
COc1ccc(NC(C)=O)cc1S(=O)(=O)N(C)Cc1c(C)nn(-c2ccccc2)c1C
→ -1.2, 9.2, .
CCCOP(=O)(c1ccc(N(C)C)cc1)C(Nc1ccccc1)c1ccc(N(C)C)cc1 (stereo not given)
→ -0.3, 4.4, i
O=S(=O)(Nc1nc(-c2ccccc2)cs1)c1cccc(C(F)(F)F)c1
→ 1.3, 28.0, i
COCc1ccc(C(=O)Nc2cccc(S(=O)(=O)N(C)c3ccccc3)c2)cc1
→ -0.7, 15.0, .
O=C(Nc1ccc(Oc2ccc(NC(=O)Nc3ccc([N+](=O)[O-])cc3)cc2)cc1)Nc1ccc([N+](=O)[O-])cc1
→ -0.2, 6.0, i
CC(=O)N(c1nnc(-c2ccc(C)cc2)s1)C1CCCC1
→ -1.0, 12.1, i
COC(=O)C1=C(C)NC(=O)/C1=C\c1ccc2c(c1)OCO2
→ 0.0, 9.1, i
Cn1nccc1C(=O)N1CCCC(N2CCN(c3cccc(C(F)(F)F)c3)CC2)C1 (stereo not given)
→ 0.3, 25.7, i
CCOc1ccc2[nH]c3nc(SCC(=O)NC4CCCC4)nnc3c2c1
→ -0.4, 13.4, i
Cc1n[nH]c(C)c1N1C(=O)c2cccc3c(Br)ccc(c23)C1=O
→ -2.3, 79.7*, i
COc1ccc(C2C(C(=O)Nc3ccccc3)=C(C)Nc3nc(CCCO)nn32)cc1 (stereo not given)
→ -1.0, 7.1, i
CCCNc1nc2c(c(=O)[nH]c(=O)n2C)n1CCOc1ccccc1
→ 0.6, 9.7, i
CCCCCn1nc(C)c(/C=N\NC(=O)c2cc(C)oc2C)c1C
→ -0.2, 8.0, i
Cc1cc2nc3s/c(=C/c4ccc(-c5ccccc5C(=O)O)o4)c(=O)n3c2cc1C
→ -0.2, 18.8, i
Fc1cccc(Cl)c1CNC(c1ccccc1)c1ccccc1
→ -1.2, 1.8, i
C/C(=N\NC(=O)CSc1nc2ccccc2s1)c1ccco1
→ -1.2, 2.6, i
CCOc1ccc(NC(=O)N2CCN(S(C)(=O)=O)CC2)cc1
→ 0.6, 3.3, i
CCOC(=O)C1(C(F)(F)F)N=C(c2ccccc2F)OC(N(C)C)=N1 (stereo not given)
→ -0.8, -1.9, i
Cc1ccc(-c2ccc(SCC(=O)NC3CCCCC3)nn2)cc1
→ 1.0, 13.1, i
CC(C)COC(=O)Nc1nnc(SCc2ccccc2F)s1
→ -0.3, 19.9, i
COc1cccc2cc(C(=O)Nc3cccc(C)n3)c(=O)oc12
→ -2.6, 10.4, i
CCCCn1c(=O)[nH]c2ccccc21
→ 2.5, 8.7, i
O=C(NC1(Cc2ccc(O)cc2)CCCCC1)c1ccccc1
→ -0.3, 19.1, i
CCOC(=O)c1cc(C)sc1NC(=O)CCC(=O)O
→ -1.4, 10.9, .
CC(C1CC2CCC1C2)n1c(-c2cccs2)n[nH]c1=S (stereo not given)
→ -0.9, 22.7, i
COc1ccc(C(=O)Nc2c(Cl)cc(Cl)cc2C(=O)NCc2ccco2)cc1
→ 0.1, 3.1, i
